Source: PubChem BioAssay (several laboratories)
Salmonella PhoP GFP: PhoP-dependent GFP reporter repression – Salmonella Typhimurium, primary screen (AID 1863); S. Typhimurium PhoP-regulated promoter GFP reporter, 4 h; higher % means a stronger effect; inhibition, % at 50 µM; hits with a dose series show IC50 in µM; 300,000 tested, 0.16% active;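 active = inhibition over 29.93%, a cutoff 3 SD above the screen mean, later confirmed by dose response; inconclusive = inhibition over 29.93% but no dose response follow-up; inactive = inhibition at most 29.93% or unconfirmed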;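 note: 0% = low Mg2+ inducing control and 100% = high Mg2+ repressing control; strong numbers were not always called active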
human PMI inhibitors: MPI inhibition at elevated mannose 6-phosphate – biochemical, fluorescence intensity, high mannose 6-phosphate, primary screen (AID 1220). 190,000 tested, 0.66% active. recombinant PMI enzyme, coupled fluorescence intensity; higher % means a stronger effect. one-dose inhibition, % at 20 µM; IC50 in µM for titrated hits
ER stress rescue: protection against thapsigargin-triggered cell killing – 384-well, CSM14.1, ATP luminescence, primary screen (AID 1222); 190,000 tested, under 10 active; CSM14.1 thapsigargin-induced death rescue, ATP luminescence; higher % means a stronger effect; cellular ATP content (survival), % at 20 µM; hits with a dose series show EC50 in µM;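 active = EC50 below 50 µM in the dose-response confirmation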;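 note: death triggered by thapsigargin at about 15 µM added after 2 h compound pretreatment; cell ATP read after overnight thapsigargin exposure of roughly 18 to 22 hours; normalized against plate controls of thapsigargin alone and 5% DMSO vehicle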
Large T inhibition: SV40 large T antigen inhibitors, biochemical (AID 1903); SV40 large T antigen ATPase/helicase inhibition assay; higher % means a stronger effect; inhibition, % at 20 µM; hits with a dose series show IC50 in µM; 310,000 tested, 0.39% active; in the data active = a potency from the dose series; inconclusive = inhibition mostly from about 32% at the one dose, without a potency; inactive = the rest, 99 in 100 with inhibition below about 32%; note: strong numbers were not always called active
Insulin prom up: MIN6 insulin promoter up-regulation | MIN6 insulin promoter-GFP reporter, high-content imaging; hits give high values | z-score at 5 µM | 190,000 tested, 0.3% active | AID 1625;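 active = z-score above 3 at 5 µM with at least 500 cells counted in the well; inconclusive = wells under 500 cells, flagged as cytotoxic or low count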
West Nile virus CPE: West Nile virus antiviral activity, cell-based, CPE readout (AID 1621) | 290,000 tested, 0.02% active | West Nile virus-infected cells, CPE inhibition; higher % means a stronger effect | CPE inhibition, % at 10 µM; hits with a dose series show IC50 in µM; in the data active = a potency from the dose series; inconclusive = CPE inhibition mostly from about 3.7% at the one dose, without a potency; inactive = the rest, 99 in 100 with CPE inhibition below about 2.2%; note: strong numbers were not always called active
TNAP activation fold: human TNAP enzyme activators, primary screen, biochemical, luminescent, no phosphate acceptor, uHTS (AID 1001). purified TNAP, luminescent activation assay, no phosphate acceptor; higher activation fold means a stronger effect. activation fold at 20 µM; hits with a dose series show EC50 in µM. 200,000 tested, 0.03% active; in the data active = activation fold from about 3, or a potency from the dose series; inactive = the rest, 99 in 100 with activation fold below about 1.6; note: many of its hits are not listed in these tables
human PMI inhibition: inhibitors of human PMI, primary screen, biochemical, fluorescence intensity, coupled assay (AID 1209); purified PMI enzyme, coupled fluorescence intensity; higher % means a stronger effect; 190,000 tested, 0.42% active; one-dose inhibition, % at 20 µM; IC50 in µM for titrated hits;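 note: plate controls were DMSO vehicle for no effect and wells lacking substrate for full effect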
RSV CPE inhibition: inhibition of RSV-induced cytopathic effect – HEp-2 cells, primary 10 µM value included (AID 2391) | HEp-2 cells, RSV-induced CPE inhibition; higher % means a stronger effect | CPE inhibition, % at 10 µM, or IC50 in µM where a hit was titrated | 310,000 tested, 0.13% active; in the data active = a potency from the dose series; inconclusive = CPE inhibition mostly from about 23% at the one dose, without a potency; inactive = the rest, 99 in 100 with CPE inhibition below about 21%; note: strong numbers were not always called active
Insulin prom up cell count: also measured in Insulin prom up; calls as there; cell count; measured here: cytotoxicity, nuclei count;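 total cells summed across four imaged fields per well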
An asterisk follows results filed as active; u = inconclusive; x = not tested or not shown. Cut-off read from the data, not from the text of the source, unless noted: active = inhibition above about 50%; inactive = the rest.

SMILES | Salmonella PhoP GFP | human PMI inhibitors | ER stress rescue | Large T inhibition | Insulin prom up | Insulin prom up cell count | West Nile virus CPE | TNAP activation fold | human PMI inhibition | RSV CPE inhibition
CC1(C)CN=C(N(Cc2ccccc2)C(=O)Nc2ccccc2)S1 | 6% | -7% | -3.3% | 1% | -0.33 | 1208 | -0.5% | 1 | -5% | 1.6%
COc1ccc(C(=O)c2c(-c3ccc(OC)cc3)oc3ccc(-c4ccc(OC)nc4)cc23)cc1 | -4% | x | x | 4% | x | x | -0.5% | x | x | -0.9%
O=C1CCCC(=O)C1=Cc1c[nH]c2ccccc12 | -2% | 0% | 4.3% | 20% | -0.42 | 1055 | 0.3% | 0.9 | 3% | 0.5%
COc1cc(C)ccc1OCc1cc(C(=O)NC(C)Cn2cncn2)no1 (stereo not given) | 2% | x | x | 7% | x | x | 0.1% | x | x | 1.3%
NC(=O)/C=C/C(=O)Nc1ccc(Cl)cc1 | -5% | 0% | -3.8% | 16% | -0.31 | 1111 | -1.0% | 1.1 | 2% | -0.1%
CCc1[nH]nc2c1C(c1cccnc1)C(C#N)=C(N)O2 (stereo not given) | 13% | 9% | 3.6% | 12% | 0.94 | 1802 | 0.1% | 1.1 | 15% | 0.6%
CCOc1ccc(N2C(=O)CC(N(Cc3ccco3)C(=O)CC)C2=O)cc1 (stereo not given) | -3% | 9% | 1.6% | 10% | 0.38 | 1327 | 0.5% | 1 | 9% | 1.1%
CCOc1ccc(NC(=O)CSc2n[nH]c(=O)n2-c2ccccc2)cc1 | -2% | 6% | 4.3% | 12% | -0.43 | 1206 | 0.1% | 1.1 | 11% | 0.5%
COC(=O)C(C)N=Cc1ccccc1 (stereo not given) | 1% | 8% | 0.9% | 1% | 0.17 | 1228 | 0.6% | 1 | 5% | 4.5%
COc1ccc(C)cc1NC(=O)CN1CCN(c2ccccn2)CC1 | 24% | x | x | -2% | x | x | -1.1% | x | x | 1.5%
Cc1ccccc1OCCC(=O)N1CCN(S(=O)(=O)c2ccccc2F)CC1 | -3% | x | x | 3% | x | x | -0.7% | x | x | 1.3%
Cc1ccc(C(=O)N/C(=C\c2cccc([N+](=O)[O-])c2)C(=O)OCN2C(=O)c3ccccc3C2=O)cc1 | 3% | 7% | -1.8% | 25% | 0.48 | 1334 | 0.2% | 1.1 | -5% | 2.3%

2 successive compounds already listed, for reference:
SMILES | Salmonella PhoP GFP | human PMI inhibitors | ER stress rescue | Large T inhibition | Insulin prom up | Insulin prom up cell count | West Nile virus CPE | TNAP activation fold | human PMI inhibition | RSV CPE inhibition
Cc1ccccc1OCCC(=O)N1CCN(S(=O)(=O)c2ccccc2F)CC1 | -3% | x | x | 3% | x | x | -0.7% | x | x | 1.3%
Cc1ccc(C(=O)N/C(=C\c2cccc([N+](=O)[O-])c2)C(=O)OCN2C(=O)c3ccccc3C2=O)cc1 | 3% | 7% | -1.8% | 25% | 0.48 | 1334 | 0.2% | 1.1 | -5% | 2.3%

Next part
SMILES | Salmonella PhoP GFP | human PMI inhibitors | ER stress rescue | Large T inhibition | Insulin prom up | Insulin prom up cell count | West Nile virus CPE | TNAP activation fold | human PMI inhibition | RSV CPE inhibition
COc1ccc(NC(=O)c2ccc[n+]([O-])c2)cc1 | 4% | x | x | 4% | x | x | 0.0% | x | x | 2.1%
N#CC1=C(N)N2C(=C(C#N)C1c1cccc(Br)c1)Nc1ccccc12 (stereo not given) | -4% | -44% | -2.3% | -1% | -0.38 | 1569 | -1.2% | 1 | -24% | 13%
O=C(NCCCc1ccccc1)c1cc([N+](=O)[O-])ccc1Cl | -2% | -17% | -1.0% | 6% | -0.04 | 1390 | -0.3% | 1.1 | -9% | 0.0%
CN(C)S(=O)(=O)c1ccc(C(=O)NCCc2ccco2)cc1 | -7% | x | x | 10% | x | x | -0.1% | x | x | 2.2%
CCOC(=O)c1cc(CC)sc1NC(=O)COC | 10% | 14% | -0.8% | 13% | -0.52 | 1373 | -0.3% | 1 | 18% | 2.5%
COC(=O)NNC(=O)/C=C/c1ccccc1 | 3% | -4% | -1.8% | 6% | 0.22 | 1294 | 0.2% | 1.2 | -7% | 1.1%
C/C(=N\NC(=O)c1c(-c2ccccc2Cl)noc1C)c1cccc(NC(=O)C(C)C)c1 | 2% | 13% | 0.1% | 5% | -0.13 | 1198 | -0.4% | 1 | 10% | 0.8%
CCCC(=O)Nc1c(-c2ccccc2Cl)c(=O)c2ccccc2n1C | 4% | x | x | 5% | x | x | -0.2% | x | x | 1.7%
CCOC(=O)C(C)Oc1ccc(OCc2ccccc2)cc1 (stereo not given) | 5% | 5% | -0.5% | 4% | -0.84 | 1230 | 1.7% | 1 | 7% | -0.2%
Cc1ccc2c([N+](=O)[O-])c(C)ccc2n1 | -8% | 16% | -0.4% | -4% | -0.63 | 1507 | 0.3% | 1.1 | 6% | 3.5%
CCOC(=O)C1CCCN(C(=O)COC(=O)c2ccc(C#N)cc2)C1 (stereo not given) | -7% | -14% | 0.7% | 3% | -0.21 | 1239 | 0.2% | 1 | -26% | -0.1%
COC(=O)c1cccc(C(=O)Nc2ccc(C)cc2Br)n1 | -4% | 12% | -1.5% | 8% | -0.24 | 1577 | x | 1.1 | 16% | 0.2%
CC(C)(C)c1ccc(COC(=O)Nc2ccc(F)cc2)cc1 | -14% | -7% | -3.4% | 6% | 0.6 | 1195 | 0.4% | 1 | -16% | 4.3%
CC(=O)Nc1cccc(/C(C)=N/NC(=O)c2ccc(Cl)cc2Cl)c1 | -4% | -22% | -0.3% | 9% | 0.23 | 1427 | 1.6% | 1 | -7% | 20%
CCC(CC)c1nnc(NC(=O)C2CC(=O)N(c3ccc4c(c3)OCCO4)C2)s1 (stereo not given) | 6% | 5% | 1.2% | 14% | -0.19 | 1261 | -0.1% | 1 | 10% | 1.2%
CN(C)c1nc2ccc(OCCN3CCCCC3)cc2s1 | -21% | 3% | 0.6% | 2% | 0.41 | 1233 | 0.3% | 1.1 | -4% | -1.6%
COc1ccc(O)c(C(=O)c2cnc3nc4ccccc4n3c2)c1 | 2% | -67% | 0.4% | 17% | -0.07 | 1351 | -0.5% | 1.4 | -32% | 3.8%
CC1CN(c2ccc([N+](=O)[O-])c(NCCOc3ccccc3)c2)CCN1 (stereo not given) | -1% | 18% | -1.9% | 18% | -0.03 | 1355 | 1.4% | 1 | 11% | -1.8%
CCOC(=O)C1C(=O)NC(c2ccccc2)=NC1c1ccccc1 (stereo not given) | -1% | 1% | 7.0% | 7% | x | x | -0.1% | 1 | 7% | 1.2%
CN1C(=O)C(/C(N)=N/NC(=O)c2ccccc2)C2CC1(C)Oc1ccccc12 (stereo not given) | 9% | -2% | -4.3% | 1% | x | x | -0.1% | 2.6 | -5% | 0.4%
Cc1c(NC(=O)CN2CCN(c3ccc([N+](=O)[O-])cc3)CC2)c(=O)n(-c2ccccc2)n1C | -4% | -6% | -0.4% | 19% | -3.5 | 616 | -0.7% | 1 | -10% | -0.2%
C/C(=N\N=C(N)N)c1ccc(C)c(C)c1 | 5% | x | x | 15% | 0.12 | 1416 | -0.5% | x | x | 0.5%
COc1ccc(NC(=O)c2oc3ccccc3c2NC(=O)C2CCCO2)cc1OC (stereo not given) | 1% | 5% | x | 11% | -0.31 | 1201 | 0.0% | 1 | 4% | 4.2%
CCN(CC)S(=O)(=O)c1ccc(Oc2ccccc2)cc1 | 8% | 7% | -2.5% | 3% | 0.12 | 968 | -0.2% | 1.1 | 6% | -0.7%
Cc1ccc(C)c(NC(=O)CCC(=O)N/N=C/c2cccnc2)c1 | 0% | x | x | -1% | x | x | 0.2% | x | x | -0.2%
O=C(N/N=C/c1c(Nc2cccc(C(F)(F)F)c2)nc2ccccn2c1=O)c1ccccc1 | 6% | 5% | 0.8% | 4% | x | x | 0.2% | 1 | -6% | x
O=C(Nc1cccc(F)c1)/C(=C\c1ccco1)NC(=O)c1cccs1 | -2% | 3% | -0.4% | 12% | 0.04 | 1618 | -0.1% | 0.9 | -7% | 1.6%
Cc1ccc(NS(=O)(=O)c2c(C)ccc3nsnc23)c([N+](=O)[O-])c1 | -7% | x | x | 11% | x | x | 1.5% | x | x | 5.9%
O=C(NCc1ccccc1)C(=O)Nc1nc(-c2ccccc2)cs1 | -7% | x | x | 6% | -0.24 | 1089 | 0.3% | x | x | 8.4%
O=c1cc(C(F)F)oc2c1ccc1ccccc12 | -13% | -3% | 1.1% | 7% | 1.5 | 1075 | 0.4% | 1.1 | -3% | 9.0%
O=C(Cc1ccccc1)NCC(=O)N1CCCCC1 | -3% | -8% | -0.5% | 9% | 0.79 | 1548 | 0.2% | 1 | -10% | 0.9%
Cn1c(SCC(=O)Nc2ccccc2Br)nnc1-c1cnccn1 | -7% | x | x | 10% | x | x | 0.1% | x | x | 1.3%
CCOC(=O)C1CCN(c2nc(-c3ccc(Br)cc3)nc3ccccc23)CC1 | -6% | -7% | -0.8% | 10% | -1.4 | 1246 | -0.8% | 1.1 | -1% | 7.9%
CC(C)C(=O)Nc1ccc(C(=O)N2CCCCCC2)cc1 | -13% | -8% | -1.3% | 0% | u | x | -0.1% | 1.1 | -7% | 2.2%
COc1ccc(OC)c(C2C(C(=O)c3ccccc3)=C(C)Nc3nc4ccccc4n32)c1 (stereo not given) | -7% | 22% | -3.5% | 2% | 1.1 | 1195 | x | 1 | 13% | 2.6%
O=C(Nc1ccc2nccnc2c1)Nc1ccccc1Cl | 10% | x | x | 6% | x | x | 0.6% | x | x | 6.9%
COc1ccc(Cl)c(OC)c1C(=O)NC(=O)Nc1c(F)cc(F)cc1F | -2% | x | x | 5% | 0.68 | 1099 | 0.0% | x | x | 1.9%
CCC(=O)n1nc(-c2ccc(OC)cc2)nc1SC | 4% | -6% | -1.8% | 3% | x | x | -0.1% | 0.5 | 5% | 0.2%
CC(C)(C)C(=O)NC1(C(F)(F)F)NC(=O)N(Cc2ccccc2)C1=O (stereo not given) | -5% | x | x | 9% | 0.84 | 1040 | -0.1% | x | x | -0.2%
N#Cc1c(-c2ccc(Cl)cc2)ccn2nc(CCC(=O)O)nc12 | -10% | -11% | -3.3% | 5% | 1.1 | 942 | 0.1% | 1.1 | 1% | 2.9%
COc1ccc(-c2cc3nc4n(c(=O)c3s2)CCC4)cc1 | 7% | 6% | -5.3% | 4% | 1.8 | 1342 | -0.7% | 1.1 | 7% | 7.1%
COc1cc2nc(C3CCC3)nc(N3CCN(c4ccccn4)CC3)c2cc1OC | -3% | 7% | -4.4% | 4% | -1.8 | 1117 | -0.8% | 1 | 11% | 12%
Cc1ccc(OCCSc2nnc(C)c(=O)n2N)cc1 | 5% | 15% | 0.6% | -1% | 0.39 | 1368 | -0.2% | 1.1 | 5% | 0.7%
COc1ccccc1C(=O)NC(=S)Nc1ccc(NC(=O)c2cccs2)cc1 | -4% | 2% | 4.6% | 6% | -0.18 | 1236 | 0.0% | 1.2 | 1% | 4.3%

Hits appear at their usual frequency. Share with any hit: about 1.5%.
